Screening data as filed in PubChem.
KDM4C inh: inhibitors of human demethylase GASC-1 KDM4C. Q9H3R0. AID 720574. inhibition, % at 12.5 µM. 0.15% of 96,000 active. GST-KDM4C 2-372, H3K9me3 peptide, LANCE TR-FRET;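 active = mean replicate inhibition above about 25%, with at least 55% of replicates also reaching it, limit read from the data, passing the limit was not always enough; inconclusive = only one of those two conditions met; inactive = neither condition met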
Target sequence (Q9H3R0 2-372 limits assumed): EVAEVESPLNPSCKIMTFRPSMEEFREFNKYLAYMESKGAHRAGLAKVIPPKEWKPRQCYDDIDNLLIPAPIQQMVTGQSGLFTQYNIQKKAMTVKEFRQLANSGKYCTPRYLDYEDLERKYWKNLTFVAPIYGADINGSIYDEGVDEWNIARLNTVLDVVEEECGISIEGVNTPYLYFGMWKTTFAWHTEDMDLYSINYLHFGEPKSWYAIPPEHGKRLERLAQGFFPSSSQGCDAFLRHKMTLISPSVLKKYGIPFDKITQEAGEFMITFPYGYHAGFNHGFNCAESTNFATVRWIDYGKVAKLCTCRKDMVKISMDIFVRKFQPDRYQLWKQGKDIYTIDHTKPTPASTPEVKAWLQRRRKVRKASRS
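reagent = H3K9me3 peptide substrate, Fe(II), 2-oxoglutarate | system = GST-tagged GASC-1 (JMJD2C) catalytic fragment, aa 2-372 | amount = enzyme final amount 10 nM | read-out = Fall in 671/618 emission ratio as inhibition | medium = HEPES buffer, pH 7.5, plus ascorbate | schedule = 30 min reaction, 60 min detection, RT | measured by = LANCE TR-FRET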
Pf Dd2 inh: P. falciparum Dd2 growth inhibition. SYBR Green, 72 h; active compounds read low. activity change, % at 10 µM. 2.3% of 94,000 active. AID 1159554; in the data active = activity change below about -80%; inconclusive = no clear call, values can overlap the other calls
Tcruzi prolif: T. cruzi proliferation inhibition; inhibition, % at 8.34 µM; AID 624255; 5.9% of 77,000 active; T. cruzi beta-gal in NIH3T3, GalScreen luminescence, 90 h;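 active = mean inhibition above about 93%, with at least 55% of replicates each passing it, limit read from the data, passing the limit was not always enough; inconclusive = only one of those two conditions holds; inactive = neither condition holds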
C diff growth: inhibitors of Clostridium difficile growth; Clostridium difficile clinical isolate growth, OD600, 24 h; active compounds read low; growth activity, negative = inhibition, % at 16 µg/mL (by protocol); 0.25% of 86,000 active; AID 1259249;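 active = mean growth activity at or below -80% and every replicate also at or below -80%; inconclusive = mean at or below -80% but some replicate above -80%; inactive = mean growth activity above -80%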;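 note: 0% = DMSO wells and -100% = levofloxacin 16 µg/mL wells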
* marks the source's active call; other numbers are inactive results; ? = inconclusive; · = no result given; & = joins results of further samples.

SMILES	KDM4C inh	Pf Dd2 inh	Tcruzi prolif	C diff growth
C[C@H](O)C#Cc1cnc2c(c1)C(=O)N([C@@H](C)CO)C[C@H](C)[C@@H](CN(C)Cc1ccc(-c3ccccc3)cc1)O2	0.7	-36	·	4
C[C@@H]1CCCCO[C@H](CN(C)C(=O)Nc2ccc(F)cc2)[C@@H](C)CN([C@H](C)CO)C(=O)c2cc(NS(=O)(=O)c3ccc(Cl)cc3)ccc2O1	-2.3	-41	·	·
Cc1noc(C)c1S(=O)(=O)Nc1ccc2c(c1)C(=O)N([C@@H](C)CO)C[C@@H](C)[C@H](CN(C)C(=O)c1ccncc1)OCCCC[C@H](C)O2	-0.8	28	71	5
Cc1noc(C)c1S(=O)(=O)N(C)C[C@H]1OCCCC[C@@H](C)Oc2ccc(NC(=O)Nc3cccc4ccccc34)cc2C(=O)N([C@@H](C)CO)C[C@H]1C	-6.8	-73	113*	0
CCCc1cn(CC[C@@H]2CC[C@H](NS(=O)(=O)c3ccc(-c4ccccc4)cc3)[C@@H](CO)O2)nn1	0.2	-76	-2	-14
C[C@H]1CN([C@@H](C)CO)C(=O)c2cccc(NC(=O)C3CCCCC3)c2O[C@@H]1CN(C)S(C)(=O)=O	-1.3	8	39	-1
COc1ccc2c3c(n(C)c2c1)[C@@H](CO)N(C(=O)c1ccc(F)cc1)CC31CN(CC2CCOCC2)C1	-0.5	-88*	·	-7
O=C(C[C@@H]1CC[C@H]2[C@@H](COC[C@@H](O)CN2S(=O)(=O)c2ccc(Cl)cc2)O1)NCc1ccc(Cl)c(Cl)c1	-1.4	-1	88	·
COc1ccccc1CN(C)C[C@H]1OCc2cnnn2CCCC(=O)N([C@H](C)CO)C[C@@H]1C	-0.7	1&-11	14&-94	-1&-1
C[C@@H]1CN([C@H](C)CO)C(=O)c2cc(NC(=O)Nc3ccc(F)cc3)ccc2O[C@@H](C)CCCCO[C@H]1CN(C)C(=O)c1ccccc1	-1.4	-46	·	3
C[C@@H]1CN([C@H](C)CO)C(=O)c2cc(NS(=O)(=O)c3cn(C)cn3)ccc2O[C@@H]1CN(C)S(=O)(=O)c1ccc(F)cc1	-1.5	15	97	·
CO[C@H]1CC[C@@H]2CCOc3c(C#N)cccc3C(=O)N(C)C[C@H](C)C(=O)N(C)C[C@H]1O2	0.2	17	31	·
CCC(=O)N(C)C[C@H]1Oc2cc(C#Cc3ccccc3)ccc2S(=O)(=O)N([C@H](C)CO)C[C@@H]1C	-2.9	-71	·	1
O=C(NCC1CC1)[C@H]1N[C@H]2c3ccc(C4=CCCCC4)c(=O)n3C[C@H]2[C@@H]1CO	0.4	·	-31	-5
CCS(=O)(=O)NCC[C@@H]1CC[C@@H](NC(=O)Cc2ccccn2)[C@H](CO)O1	2.7	-27	-59	·
O=C(C1CCOCC1)N1CC[C@@H]2[C@H](CO)Nc3ccc(Br)cc3[C@@H]21	-0.6	-42	74	1
O=C(C[C@H]1C[C@H]2c3cc(NC(=O)C4CCOCC4)ccc3O[C@H]2[C@H](CO)O1)NCc1cc(F)ccc1F	-1.3	-9	-65	4
CN(C)C(=O)[C@@H]1[C@@H](CO)[C@@H]2Cn3c(ccc(C4=CCCC4)c3=O)[C@H]1N2C	0.6	9	65	-4
O=C(C[C@H]1C=C[C@H](NC(=O)CN2CCOCC2)[C@@H](CO)O1)NCc1cccc(F)c1	-0.9	6	-27	·
CCC(=O)N1CC(=O)N2[C@H](C1)[C@@H](c1ccc(-c3ccc(C#N)cc3)cc1)[C@@H]2CO	0.8	-22	·	-10
CC(C)NC(=O)N(C)C[C@@H]1OCCCC[C@H](C)Oc2ccc(NC(=O)c3ccccc3)cc2C(=O)N([C@@H](C)CO)C[C@@H]1C	-1.9	-56	54	-3
C[C@H](CO)N1C[C@H](C)[C@@H](CN(C)C(=O)C2CCOCC2)Oc2cc(C#Cc3ccncc3)ccc2S1(=O)=O	0.6	-4	·	6
COc1ccc(C(=O)Nc2ccc3c(c2)C(=O)N(C)C[C@@H](OC)[C@H](C)CN(C)[C@H](C)CO3)cc1	0.2	59	-8	-1
C[C@@H]1CN([C@H](C)CO)C(=O)CCCn2nncc2CO[C@@H]1CN(C)S(=O)(=O)c1cccc(C#N)c1	-0.7	-11	-50	·
COc1ccc2c3c(n(C)c2c1)[C@@H](CO)N(C(=O)C1CCOCC1)CC31CN(C(=O)C2CC2)C1	0.6	4	·	-3
COCC(=O)N1CC2(CN(Cc3cccnc3)C2)c2c(n(C)c3cc(OC)ccc23)[C@H]1CO	-0.3	19	·	-4
CC(=O)N1CC2(C1)[C@H](c1ccccc1)[C@H](CO)N2C(=O)c1cnccn1	-0.6	3	·	-4
C[C@@H]1CN([C@@H](C)CO)C(=O)c2cc(NC(=O)C3CCCCC3)ccc2O[C@@H](C)CCCCO[C@@H]1CN(C)C(=O)Nc1ccc2c(c1)OCO2	-1.4	-83*	44	0
O=C(C[C@H]1C[C@H]2c3cc(NC(=O)Nc4ccccc4)ccc3O[C@H]2[C@H](CO)O1)NC1CCCCC1	-4.2	-11	6	·
C[C@H]1CN([C@@H](C)CO)C(=O)c2cc(-c3cccc(F)c3)cnc2O[C@H]1CN(C)C(=O)C1CCOCC1	-1.5	51	56	-3
Cc1ccc(-c2ccc3c(c2)O[C@@H](CN(C)Cc2cncnc2)[C@@H](C)CN([C@@H](C)CO)S3(=O)=O)cc1	-1.3	39	·	4
C[C@H]1CN([C@@H](C)CO)S(=O)(=O)c2ccc(-c3ccccc3)cc2O[C@H]1CN(C)S(C)(=O)=O	0.0	4	10	-3
COc1ccc(S(=O)(=O)N(C)C[C@@H]2Oc3ccc(NC(=O)NC(C)C)cc3CC(=O)N([C@H](C)CO)C[C@H]2C)cc1	-0.1	0	2	-4
COc1ccc(S(=O)(=O)Nc2ccc3c(c2)C(=O)N([C@@H](C)CO)C[C@@H](C)[C@@H](CN(C)S(=O)(=O)c2ccc(C)cc2)OCCCC[C@@H](C)O3)cc1	-1.2	-53	·	·
C/C=C/c1ccc([C@@H]2[C@H](CO)N(C(C)=O)C23CN(C(=O)c2ccc(F)cc2)C3)cc1	1.5	-24	·	-1
C[C@H](CO)N1C[C@H](C)[C@H](CN(C)C(=O)NC2CCCCC2)Oc2ncc(-c3ccccc3F)cc2C1=O	-1.5	36	-15	-1
Cc1noc(C)c1NC(=O)Nc1ccc2c(c1)CC(=O)N([C@@H](C)CO)C[C@H](C)[C@@H](CN(C)Cc1ccc(Oc3ccccc3)cc1)O2	0.0	6	51	16
Cc1ccccc1CN(C)C[C@@H]1OCc2cnnn2CCCC(=O)N([C@@H](C)CO)C[C@@H]1C	0.6	-5	10	·
C/C=C/c1ccc([C@@H]2[C@@H](CO)N(C(=O)C3CCCC3)C23CN(C(=O)NC(C)C)C3)cc1	-0.3	-4	·	0
C[C@H]1CN([C@@H](C)CO)C(=O)c2cc(NS(=O)(=O)c3ccc(Cl)cc3)ccc2O[C@H]1CN(C)Cc1ccncc1	-0.2	-24	23	2

A second format for 9 compounds above.
structure | KDM4C inh | Pf Dd2 inh | Tcruzi prolif | C diff growth
C[C@H]1CN([C@@H](C)CO)C(=O)c2cc(-c3cccc(F)c3)cnc2O[C@H]1CN(C)C(=O)C1CCOCC1 | -1.5 | 51 | 56 | -3
Cc1ccc(-c2ccc3c(c2)O[C@@H](CN(C)Cc2cncnc2)[C@@H](C)CN([C@@H](C)CO)S3(=O)=O)cc1 | -1.3 | 39 | · | 4
C[C@H]1CN([C@@H](C)CO)S(=O)(=O)c2ccc(-c3ccccc3)cc2O[C@H]1CN(C)S(C)(=O)=O | 0.0 | 4 | 10 | -3
COc1ccc(S(=O)(=O)N(C)C[C@@H]2Oc3ccc(NC(=O)NC(C)C)cc3CC(=O)N([C@H](C)CO)C[C@H]2C)cc1 | -0.1 | 0 | 2 | -4
COc1ccc(S(=O)(=O)Nc2ccc3c(c2)C(=O)N([C@@H](C)CO)C[C@@H](C)[C@@H](CN(C)S(=O)(=O)c2ccc(C)cc2)OCCCC[C@@H](C)O3)cc1 | -1.2 | -53 | · | ·
C/C=C/c1ccc([C@@H]2[C@H](CO)N(C(C)=O)C23CN(C(=O)c2ccc(F)cc2)C3)cc1 | 1.5 | -24 | · | -1
C[C@H](CO)N1C[C@H](C)[C@H](CN(C)C(=O)NC2CCCCC2)Oc2ncc(-c3ccccc3F)cc2C1=O | -1.5 | 36 | -15 | -1
Cc1noc(C)c1NC(=O)Nc1ccc2c(c1)CC(=O)N([C@@H](C)CO)C[C@H](C)[C@@H](CN(C)Cc1ccc(Oc3ccccc3)cc1)O2 | 0.0 | 6 | 51 | 16
Cc1ccccc1CN(C)C[C@@H]1OCc2cnnn2CCCC(=O)N([C@@H](C)CO)C[C@@H]1C | 0.6 | -5 | 10 | ·

Next section.
SMILES	KDM4C inh	Pf Dd2 inh	Tcruzi prolif	C diff growth
CC(C)CC#Cc1cnc2c(c1)C(=O)N([C@@H](C)CO)C[C@H](C)[C@H](CN(C)C(=O)c1cccnc1)O2	-1.0	14	-32	3
C[C@@H]1CN([C@@H](C)CO)C(=O)c2cc(/C=C/c3ccccc3)cnc2O[C@@H]1CN(C)Cc1ccc2c(c1)OCO2	-1.0	-78	104*	32
CC(C)NC(=O)N(C)C[C@@H]1OCCCC[C@H](C)Oc2ccc(NC(=O)Nc3ccc(F)cc3)cc2C(=O)N([C@@H](C)CO)C[C@H]1C	14	20	-26	0
C[C@H](CO)N1C[C@H](C)[C@@H](CN(C)C(=O)c2ccccc2)OCCCC[C@H](C)Oc2ccc(NC(=O)C3CCCCC3)cc2C1=O	-1.3	-18	62	-5
N#C[C@@H]1[C@H](c2ccc(C#CCC3CCCC3)cc2)[C@H](CO)N1C(=O)CN1CCOCC1	-2.4	-41	?	-10
Cc1ccccc1S(=O)(=O)N1C[C@H](O)COC[C@H]2O[C@@H](CC(=O)O)CC[C@@H]21	1.0	15	21	1&0
CCC(=O)N1CC2(C1)CN(Cc1cccc(OC)c1)[C@H](CO)c1[nH]c3cc(OC)ccc3c12	-1.7	-76	·	-1
CCC(=O)N(C)C[C@H]1Oc2ncc(C#CC(C)(C)O)cc2C(=O)N([C@H](C)CO)C[C@@H]1C	2.3	29	8	-1
Cc1cccc(-c2ccc([C@H]3[C@H]4CN(S(=O)(=O)c5ccccc5F)CCCCN4[C@H]3CO)cc2)c1	0.2	-6	90	29
C[C@@H]1CN([C@H](C)CO)C(=O)c2cc(NC(=O)CCC(F)(F)F)ccc2O[C@@H](C)CCCCO[C@H]1CN(C)C(=O)Nc1ccc(C(F)(F)F)cc1	-1.2	-62	101	6
CC(C)C#Cc1ccc2c(c1)O[C@H](CN(C)Cc1cncnc1)[C@@H](C)CN([C@H](C)CO)S2(=O)=O	·	-24	57	-1
N#C[C@@H]1[C@@H](c2ccccc2-c2ccccc2F)[C@H](CO)N1C(=O)c1cccc(F)c1	-0.4	8	·	15
C[C@H](CO)N1C[C@H](C)[C@H](CN(C)Cc2ccccc2C(=O)O)Oc2cc(C#CC3CCCC3)ccc2S1(=O)=O	2.3	-3	·	0
C[C@@H]1CN([C@H](C)CO)S(=O)(=O)c2ccc(C#Cc3cccnc3)cc2O[C@@H]1CN(C)CC1CC1	-2.2	-75	-35	·
CC(=O)N(C)C[C@H]1Oc2cc(C#CC3(O)CCCC3)ccc2S(=O)(=O)N([C@H](C)CO)C[C@@H]1C	-0.1	23	-8	-2
Cc1noc(C)c1NC(=O)Nc1ccc2c(c1)C(=O)N(C)[C@H]1CC[C@@H](CC(=O)N(C)C)O[C@@H]1CO2	-0.3	3	-105	-1
C[C@H](CO)N1C[C@H](C)[C@@H](CN(C)C(=O)C2CCC2)Oc2ncc(-c3cccc(C#N)c3)cc2C1=O	-0.5	-50	-87	1
CCCN(C)C[C@H]1OCCCC[C@H](C)Oc2ccc(NS(=O)(=O)c3ccc(F)cc3)cc2C(=O)N([C@H](C)CO)C[C@H]1C	-0.8	3	6	2
COc1ccc(NC(=O)N(C)C[C@H]2Oc3ncc(C#CCC(C)C)cc3C(=O)N([C@H](C)CO)C[C@@H]2C)cc1	-2.9	-15	-37	-20
CN(C)CC(=O)N1[C@@H]2Cn3c(ccc(-c4ccccc4)c3=O)[C@H]1[C@@H](C(=O)N1CCCCC1)[C@@H]2CO	1.1	-2	30	-1
O=C(C[C@H]1CC[C@H](NC(=O)Nc2ccccc2)[C@H](CO)O1)NCc1ccccn1	-0.2	-54	-56	-6
CCC(=O)Nc1ccc2c(c1)C(=O)N(C)C[C@@H](OC)[C@@H](C)CN(CC1CCOCC1)[C@H](C)CO2	0.2	30	22	0
O=C(C[C@H]1CC[C@@H]2[C@H](COC[C@@H](O)CN2Cc2ccccc2)O1)NCc1ccccc1Cl	1.9	-24	25	·
Cc1noc(C)c1NC(=O)N(C)C[C@@H]1OCCCC[C@H](C)Oc2ccc(NS(=O)(=O)c3ccccc3)cc2C(=O)N([C@@H](C)CO)C[C@H]1C	1.3	-43	-15	0
COc1ccc(S(=O)(=O)N2C[C@@H](O)COC[C@H]3O[C@H](CC(=O)NCc4ccc(Cl)c(Cl)c4)CC[C@@H]32)cc1	0.2	-8	129*	85&55

Compounds were not picked by outcome; any-hit rate near 6.7%.
